# Source: PubChem BioAssay (several laboratories)
# aDG glyco act – increases alpha dystroglycan glycosylation; Pro5-aDG cells, alpha-DG glycosylation AlphaScreen (IIH6); 0% Pro5, 100% B10-LARGE cell signal; actives 0.22% (n = 360,000); activation, % at 10 µM;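 active means activation of at least 8% versus controls, or a plate z-score of at least 8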;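 further: Pro5 are CHO cells carrying HIG-tagged alpha-DG that lacks glycosylation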
# ABCB6 inh MLPCN – inhibitors of human ABC transporter ABCB6; Q9NP58; K562-ABCB6 porphyrin accumulation, flow cytometry, 1 h; stronger effect = lower value; fluorescence ratio to DMSO, % at 10 µM; actives 0.19% (n = 360,000); AID 602162;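 active means fluorescence ratio to DMSO below 75%, the collection mean minus 3 SD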;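 further: signal is porphyrin accumulated inside mitochondria; 100% equals median channel fluorescence of DMSO control wells; lower ratio means ABCB6 inhibition with less porphyrin fluorescence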
# ABHD5-PLIN5 inh – ABHD5-PLIN5 protein interaction inhibition. Split G. princeps luciferase complementation, luminescence, 4 h. Q00G26+Q8WTS1. inhibition, % at 4 µM. AID 602281. actives 0.78% (n = 360,000);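 active means inhibition above the mean inhibition across every tested compound plus 3 SD, cut at about 22% in these data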;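 further: 0% = DMSO only wells and the 100% control is not disclosed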
# Target sequence (Q00G26 whole entry, looked up): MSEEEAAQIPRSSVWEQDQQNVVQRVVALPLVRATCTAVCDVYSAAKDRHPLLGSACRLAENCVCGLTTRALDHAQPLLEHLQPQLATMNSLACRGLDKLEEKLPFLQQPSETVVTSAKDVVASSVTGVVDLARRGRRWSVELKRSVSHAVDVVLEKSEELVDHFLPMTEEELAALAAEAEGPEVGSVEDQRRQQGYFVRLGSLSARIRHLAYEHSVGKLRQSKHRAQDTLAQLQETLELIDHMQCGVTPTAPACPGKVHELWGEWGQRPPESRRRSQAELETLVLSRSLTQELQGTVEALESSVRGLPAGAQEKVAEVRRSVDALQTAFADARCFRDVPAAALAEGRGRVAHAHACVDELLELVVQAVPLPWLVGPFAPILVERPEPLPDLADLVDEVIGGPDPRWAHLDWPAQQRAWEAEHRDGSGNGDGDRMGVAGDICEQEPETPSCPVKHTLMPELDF
# Target sequence (Q8WTS1 whole entry, looked up): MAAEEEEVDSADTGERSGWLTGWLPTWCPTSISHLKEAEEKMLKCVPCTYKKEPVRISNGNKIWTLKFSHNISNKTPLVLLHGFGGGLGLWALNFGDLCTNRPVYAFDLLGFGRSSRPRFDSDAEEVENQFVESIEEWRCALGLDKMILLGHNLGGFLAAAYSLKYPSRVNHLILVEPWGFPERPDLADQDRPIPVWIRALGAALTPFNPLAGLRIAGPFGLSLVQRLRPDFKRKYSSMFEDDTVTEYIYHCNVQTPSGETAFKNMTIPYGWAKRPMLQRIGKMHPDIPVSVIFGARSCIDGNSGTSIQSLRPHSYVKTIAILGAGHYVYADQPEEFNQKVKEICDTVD
# MC4R antagonist – antagonists of human melanocortin 4 receptor (MC4R); MC4R-expressing cells, MTII-stimulated cAMP, LANCE TR-FRET; inhibition, % at 6.5 µM; actives 0.48% (n = 360,000); AID 540295;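 active means inhibition above its plate's cutoff, the mean of tested wells on that plate plus 3 SD, cut at about 29% in these data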;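 further: 0% = Melanotan II alone and 100% = Melanotan II plus saturating MCL0020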
#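 system = U2OS cells with stable human MC4R expression | also added = Melanotan II challenge after compound preincubation | dosing = one concentration, 6.5 µM nominal | incubation = compound 30 min, challenge 1 h, detection 1 h | measured by = TR-FRET with Eu-cAMP and labeled anti-cAMP, 671 nm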
# hiPSC survival – increases survival of single human iPS cells; hiPSC single-cell survival, ATPlite luminescence; 100% = ROCK inhibitor wells, 0% = DMSO; survival enhancement, % at 20 µM; actives 0.044% (n = 360,000); AID 602274; in the data active means survival enhancement above about 18%;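 further: cells exposed to compounds for 16 hours before the ATP read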
# HTR2A ag – agonists of mouse serotonin 5-HT2A receptor (HTR2A) | P35363 | CHO-K1 mHTR2A beta-arrestin complementation, luminescence; percent of 30 µM serotonin response | activation, % at 7.6 µM | actives 0.66% (n = 360,000);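 active means activation above a run cutoff, the mean activation of all tested compounds plus 3 SD, cut at about 14% in these data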;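 further: 0% = plate median of compound wells and 100% = 30 µM serotonin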
# Granule exo inh – blocks lytic granule exocytosis; TALL-104 LAMP-1 surface exposure, flow cytometry; cells stimulated with thapsigargin and PMA; inhibition, % at 10 µM; actives 0.66% (n = 360,000);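 active means inhibition above about 55%, limit read from the data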
# H9c2 protect – modulators protecting cardiomyocytes from myocardial damage; H9c2 cardiomyocytes, H2O2 injury protection, ATPLite, 2 h; protection from H2O2 cell death, % at 20 µM; actives 0.63% (n = 360,000); AID 588492;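 active means compounds giving at least 50% protection of heart cells from peroxide-induced death in the single-dose screen, raw or plate-pattern-corrected value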;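 further: 0% = DMSO wells with peroxide and 100% = DMSO wells without peroxide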
# N-glyco inh – blocks N-linked glycosylation in D54 reporter cells. actives 0.23% (n = 360,000). reporter increase, % at 12.5 µM. D54 ERlucT glycosylation luciferase reporter, 24 h; percent of 100 nM tunicamycin response. AID 588692;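 active means mean luciferase reporter signal, scaled so untreated is 0 and the glycosylation-blocking control 100, at or above a set limit in every replicate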;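 further: luciferase carries N-glycosylation sites so blocking glycosylation raises the light; 0% = median of neutral control wells and 100% = median of 100 nM tunicamycin wells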
# MC4R ag barr – human MC4R agonism via beta-arrestin; P32245; U2OS MC4R beta-arrestin complementation, luminescence; percent of melanotan II response, DMSO zero; activation, % at 8.9 µM; actives 0.98% (n = 360,000);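 active means activation above a per-plate cutoff, the mean activation of sample wells on that plate plus 3 SD, cut at about 8% in these data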
# * marks the source's active call; other numbers are inactive results. No enrichment for hits; 4.5% or so of the library scored in one or more.
no.	Structure	aDG glyco act	ABCB6 inh MLPCN	ABHD5-PLIN5 inh	MC4R antagonist	hiPSC survival	HTR2A ag	Granule exo inh	H9c2 protect	N-glyco inh	MC4R ag barr
1	O=C1c2cccc3cccc(c23)C(=O)N1CC1CCN(S(=O)(=O)c2ccccc2)CC1	0.0	96	-1	10	-0.6	-1	-1	1	-1	0.6
2	Cc1nc(SCc2nc3cc(Cl)c(F)cc3[nH]2)c2oc3ccccc3c2n1	0.9	98	-2	17	-1.9	9	-8	-8	-2	1.5
3	O=C(CCNC(=O)c1ccccc1Cl)Nc1cccc(S(=O)(=O)N2CCOCC2)c1	0.0	100	14	9	-0.5	-1	5	2	1	-1.2
4	CC(=O)Nc1ccc(S(=O)(=O)Nc2cccc3cccnc23)cc1	-0.1	91	-13	-5	-0.7	-2	-17	-5	5	-2.0
5	N#Cc1c[nH]n2c(=O)cc(Cc3ccccc3)nc12	-0.1	94	2	1	-0.1	1	0	-3	-3	-0.2
6	COc1ccc(NC(=O)CCCC(=O)OCC(F)(F)C(F)F)cc1	-0.2	94	13	-4	-0.8	2	6	6	5	-2.0
7	O=C(/C=C/c1ccc(S(=O)(=O)N2CCOCC2)cc1)NC(=S)Nc1ccc(Cl)cc1Cl	-0.5	106	22	-3	-0.8	-3	-4	0	4	-1.6
8	Cc1ccc(Oc2ccccc2/C=N/O)cc1	0.0	98	0	8	-1.7	-6	3	-7	1	1.7
9	COc1cc(C2NC(=O)NC(c3ccccc3)=C2C(C)=O)c(Br)cc1OCC(N)=O (stereo unspecified)	0.0	85	0	-2	0.3	6	4	2	2	0.8
10	Cc1ccc(NC(=S)NCCSc2ccc(Cl)cc2)c(C)c1	0.0	84	-8	1	-2.9	-3	5	-14	-1	-0.7
11	CC1CCN(C(=O)COC(=O)CNC(=O)c2ccccc2F)CC1	-0.3	100	2	12	-0.2	-1	8	6	3	-3.3
12	CC(=O)c1cccc(S(=O)(=O)N2CCC(C(=O)NC3CCCC3)CC2)c1	-0.2	105	2	10	0.1	-6	-4	6	-1	2.2
13	CSc1ccccc1NC(=O)COC(=O)c1ccccc1Cc1ccccc1	0.3	96	-6	4	3.6	-2	7	-10	-4	-1.1
14	CC1CCN(C(=O)c2ccc(NS(=O)(=O)c3cccs3)cc2)CC1	0.0	169	6	1	-0.2	-9	-6	2	0	-0.9
15	O=C(CNC1CCCCC1)Nc1cc(S(=O)(=O)N2CCOCC2)ccc1Cl	-0.2	93	10	-4	0.9	5	-2	0	-2	1.6
16	COc1ccc(S(=O)(=O)N2Cc3ccccc3CC2C(=O)Nc2nccs2)cc1 (stereo unspecified)	0.1	107	-10	14	1.6	-3	8	9	-6	1.6
17	Cc1ccc(OCC(=O)OCC(=O)NC2CC2)cc1C	-0.1	98	5	2	-0.4	-1	-1	7	1	-1.9
18	CC(C)(C)Cc1nnc(NC(=O)Cc2ccc([N+](=O)[O-])cc2)s1	-0.1	97	-2	3	0.1	1	0	1	5	0.1
19	O=P(Cc1ccncc1)(c1ccccc1)c1ccccc1	-0.1	110	-5	0	0.1	0	4	6	1	-0.1
20	COc1ccc(CCOC(=O)c2ccc(N)c([N+](=O)[O-])c2)cc1	0.0	96	0	1	1.7	-2	-20	-12	1	-4.1

# Six of the compounds above, with values under each structure.
# Results follow in this order: aDG glyco act, ABCB6 inh MLPCN, ABHD5-PLIN5 inh, MC4R antagonist, hiPSC survival, HTR2A ag, Granule exo inh, H9c2 protect, N-glyco inh, MC4R ag barr
(12) CC(=O)c1cccc(S(=O)(=O)N2CCC(C(=O)NC3CCCC3)CC2)c1
    -0.2, 105, 2, 10, 0.1, -6, -4, 6, -1, 2.2
(6) COc1ccc(NC(=O)CCCC(=O)OCC(F)(F)C(F)F)cc1
    -0.2, 94, 13, -4, -0.8, 2, 6, 6, 5, -2.0
(19) O=P(Cc1ccncc1)(c1ccccc1)c1ccccc1
    -0.1, 110, -5, 0, 0.1, 0, 4, 6, 1, -0.1
(3) O=C(CCNC(=O)c1ccccc1Cl)Nc1cccc(S(=O)(=O)N2CCOCC2)c1
    0.0, 100, 14, 9, -0.5, -1, 5, 2, 1, -1.2
(1) O=C1c2cccc3cccc(c23)C(=O)N1CC1CCN(S(=O)(=O)c2ccccc2)CC1
    0.0, 96, -1, 10, -0.6, -1, -1, 1, -1, 0.6
(2) Cc1nc(SCc2nc3cc(Cl)c(F)cc3[nH]2)c2oc3ccccc3c2n1
    0.9, 98, -2, 17, -1.9, 9, -8, -8, -2, 1.5

# Carrying on.
no.	Structure	aDG glyco act	ABCB6 inh MLPCN	ABHD5-PLIN5 inh	MC4R antagonist	hiPSC survival	HTR2A ag	Granule exo inh	H9c2 protect	N-glyco inh	MC4R ag barr
21	COc1ccc(C2CC(c3cccs3)=NN2C(=O)CSc2nc3ccccc3s2)cc1 (stereo unspecified)	-0.1	93	-2	-7	-1.8	-1	2	2	-4	-1.5
22	CCOC(=O)Cc1csc(NC(=O)CSc2nnc(-n3nc(C)cc3C)c3ccccc23)n1	0.2	101	-1	7	2.9	2	-2	2	1	-0.9
23	Cc1ccc(Nc2nnc(SCC(=O)Nc3cccc(S(=O)(=O)NC4=NCCCCC4)c3)s2)cc1	0.2	99	9	3	1.0	-3	-2	-11	0	-0.4
24	CN(CC(=O)Nc1ccc(Cl)cc1)C(=O)CCc1c[nH]c2ccccc12	0.0	95	1	4	-0.6	2	16	-5	3	1.3
25	CSc1ccc(C(=O)C2CCCN(C(=O)c3ccc4c(c3)no[n+]4[O-])C2)cc1 (stereo unspecified)	0.1	95	-3	12	-0.4	1	-7	-3	3	-2.5
26	CCC1CCCCN1CCCNC(=O)C1CCCN(c2nn3c(=O)cc(C)nc3s2)C1 (stereo unspecified)	0.0	98	-5	2	0.7	4	-1	2	1	2.8
27	CSc1ccccc1C(=O)N1CCC(CCC(=O)NC2CC2)CC1	0.1	95	-5	-6	-0.7	15*	-2	5	1	-3.4
28	Cc1cc(C(=O)NCCN2C(=O)S/C(=C\c3cccs3)C2=O)ccc1[N+](=O)[O-]	-0.1	95	4	-3	-0.3	2	-4	-17	1	-1.0
29	Cc1ccc2nc(-c3cccc(NS(C)(=O)=O)c3)cc(-c3ccccc3)c2c1	0.2	93	-9	0	0.4	14	0	13	-3	11*
30	Cc1nc2c(OCCOc3ccc(F)cc3)cccn2c1N(C)C(=O)CCC1CCCC1	0.5	90	9	2	-1.4	-6	0	-8	0	1.5
31	CCS(=O)(=O)N1CCC(C(=O)N2CCc3ccccc3C2)CC1	-0.2	105	3	4	0.3	2	17	-1	0	3.5
32	CC(=O)c1cc2c(cc1NC(=O)Cn1nc(C)c(C)c(C#N)c1=O)OCO2	0.0	105	-5	3	-0.5	-1	1	-1	1	-2.9
33	CS(=O)(=O)N1CCCC(C(=O)N2CCc3ccccc3C2)C1 (stereo unspecified)	0.1	89	-1	-1	-2.0	-1	-2	5	0	-0.2
34	COc1ccc(/C=C/C(=O)c2ccc([N+](=O)[O-])o2)cc1	-0.7	105	18	30*	-4.1	-1	26	-1	-6	-2.6
35	CN(C)CCCNC(=O)/C(=C\C=C\c1ccccc1)NC(=O)c1ccc([N+](=O)[O-])cc1	0.0	101	-1	-10	-0.6	-7	-3	5	1	-3.4
36	COc1ccc(NC(=O)c2sc3nc(C)nc(N4CCN(c5ccccn5)CC4)c3c2C)cc1Cl	-0.2	95	10	3	-0.4	5	15	26	-3	0.7
37	CCN(CC)CCNC(=O)C1c2ccccc2Oc2ccccc21	-0.1	86	12	0	0.1	-3	11	1	0	-2.5
38	Cc1cc2ccccc2n2c(SCC(=O)N3CCc4ccccc4C3)nnc12	0.0	99	-3	3	-2.5	-4	19	14	1	-1.3
39	O=C(NCCc1ccncc1)c1ccc2nc(Cc3cccc(Cl)c3)oc2c1	0.0	91	4	1	0.1	-6	0	-6	-5	-2.2
40	COc1cccc(OCC(O)CN2CCC(C)CC2)c1 (stereo unspecified)	0.2	103	-1	7	2.1	-5	-3	-14	0	3.5

# Structures above marked active in MC4R antagonist.
No. | Compound | aDG glyco act | ABCB6 inh MLPCN | ABHD5-PLIN5 inh | MC4R antagonist | HTR2A ag | Granule exo inh | N-glyco inh | MC4R ag barr
34 | COc1ccc(/C=C/C(=O)c2ccc([N+](=O)[O-])o2)cc1 | -0.7 | 105 | 18 | 30* | -1 | 26 | -6 | -2.6

# New compounds follow.
no.	Structure	aDG glyco act	ABCB6 inh MLPCN	ABHD5-PLIN5 inh	MC4R antagonist	hiPSC survival	HTR2A ag	Granule exo inh	H9c2 protect	N-glyco inh	MC4R ag barr
41	COc1cc(/C=C2\SC(N3CCCCC3)=NC2=O)cc(OC)c1OC	0.3	92	0	-5	-0.6	-2	0	4	6	-1.3
42	O=C(NCCN1CCOCC1)C(=O)c1c[nH]c2ccccc12	-0.1	99	1	10	-0.6	2	-8	-3	-2	1.2
43	CCC1=C(OC(=O)N(CC)CC)N2C(=O)OC(=NCC3CC3)[C@]2(C)[C@H]2C1=CC[C@H]1C(=O)N(C)C(=O)[C@H]12	-0.1	98	-10	3	0.7	5	7	0	-1	-0.3
44	O=C(COC(=O)c1cc(Br)ccc1O)NC1CCCCCC1	0.1	97	6	4	-0.4	-7	0	-15	2	4.3
45	O=C(O)c1ccccc1C(=O)N1CCN(S(=O)(=O)c2cccc(C(F)(F)F)c2)CC1	-0.1	94	0	-7	-1.0	7	8	-2	3	-1.2
46	O=C(O)c1ccc(S(=O)(=O)Nc2cccc(CP(=O)(c3ccccc3)c3ccccc3)c2)cc1	0.0	97	-4	2	0.0	-4	12	-4	1	-0.5
47	COc1cccc(/C=N/NC(=O)c2cc3c(OC)cccc3[nH]2)c1O	0.8	100	2	-6	-1.7	6	-2	38	-8	1.8
48	COc1ccc(NC(=O)COC(=O)c2cc(OC)c(OC)c(OC)c2)c([N+](=O)[O-])c1	-0.1	94	0	5	-0.6	-4	-4	0	0	-0.8
49	Cc1cc(C)c(C(=O)N2CCC(N3CCC(C(=O)NC(C)C)CC3)CC2)o1	-0.4	95	5	-4	-0.4	0	-3	-3	1	1.0
50	Cc1ccc(S(=O)(=O)N(CC(=O)N2CCOCC2)CC(=O)N2CCOCC2)cc1	1.4	97	-3	2	3.8	0	2	8	0	-2.5
51	Cc1ccc(CCNC(=O)c2ccc3nc4ccccc4c(=O)n3c2)cc1	0.1	100	9	15	-0.6	2	8	34	-1	0.7
52	O=C(Nc1cccc(F)c1)c1cc(S(=O)(=O)N2CCOCC2)cs1	0.4	97	1	15	-1.0	2	-3	-11	-3	1.1
53	CCCC(=O)Nc1nnc(-c2ccccc2)o1	-0.2	103	7	-2	0.1	9	-4	9	0	-0.8
54	Cc1cc(OCC(=O)N(Cc2ccco2)C2CCS(=O)(=O)C2)ccc1Cl (stereo unspecified)	-0.1	93	9	10	0.0	8	-10	0	-3	-0.4
55	O=C(c1cccnc1)N1CCN(c2c(Cl)cccc2[N+](=O)[O-])CC1	0.8	104	0	16	-1.1	-2	1	-1	3	-0.3
56	COc1ccc(C(OC(=O)c2c(C)noc2C)C(=O)NC2CCCC2)cc1 (stereo unspecified)	0.4	98	-5	13	-1.8	-1	-5	4	4	-1.5
